Source: PubChem
T cell HTS: T cell immune modulators affecting CD8 T cell-vesicle binding; 330,000 compounds, 0.068% hits; 2C CD8+ T cell-vesicle binding, flow cytometry; active compounds read low; calls only at 7 µM;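 active means response, share of CD8 T cells binding vesicles, and their 90th percentile fluorescence all below set limits, cut at about 80% in these data, passing the limit was not always enough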
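Incubation: binding step 1.5 h, 37 °C, antibody labelling 20 min, ice; system: murine 2C transgenic CD8+ T lymphocytes; technique: cytometric PE anti-B7-1 and Alexa647 anti-CD8 signals after 1% paraformaldehyde fixation; also added: QL9-charged Drosophila Ld/ICAM-1/B7-1 vesicles; control set: naked versus QL9-loaded vesicles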
Myeloid diff 2: promotes myeloid progenitor differentiation. ER-HoxA9 myeloid progenitors, lysozyme-GFP differentiation, flow cytometry. calls only at 10 µM. 360,000 compounds, 1% hits;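 active means normalized GFP-positive differentiation at or above the plate's own cutoff, the solvent-only control mean plus 3 SD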;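 further: cells exposed to compound for four days before flow analysis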
Hep lipid drop: hepatic lipid droplet formation modulation. AML12 mouse hepatocytes, oleate lipid droplets, BODIPY imaging. inhibition, % at 6.5 µM. 240,000 compounds, 0.4% hits. AID 1656;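 active means lipid droplet intensity inhibited by at least 50%, with more than 500 cells counted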
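material = mouse AML12 hepatocyte cell line, fixed after treatment | also added = 100 µM oleic acid challenge | doses = compound at 6.5 µM only | schedule = overnight exposure | technique = Image-based BODIPY and DAPI two-channel analysis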
MT stabilizer: microtubule stabilization, imaging screen | HeLa tubulin immunostaining HCS, 24 h; share of cells brighter than vehicle mean+2SD | % tubulin-high responders, % at 10 µM | 200,000 compounds, 0.83% hits | AID 2205;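 active means plate Z-score above 3 for both tubulin-high and condensed-nucleus cell shares, with cell loss under 80%, at 10 µM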;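 further: anti alpha tubulin signal scored within the nucleus-defined area of each cell; some results filed as inactive read as strong as hits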
Dynein transport: blocks dynein driven cargo transport along microtubules; 3617.4 mouse cells, GR-EGFP nuclear translocation imaging; test concentration mostly 20 µM; stimulated with dexamethasone, 1 µM; active compounds read low; z-score, hits read low; 220,000 compounds, 0.47% hits; AID 1381;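 active means plate z-score of nuclear minus cytoplasmic receptor signal below a set negative limit, without overly bright fluorescence or cell loss, cut at about -3.5 in these data, passing the limit was not always enough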;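 further: z-score of nuclear minus cytoplasmic ring GR-EGFP intensity difference per well; some compounds called inactive have numbers as strong as hits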
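Buffer or medium: tetracycline-free induction medium containing charcoal-stripped FBS / Reagent: dexamethasone agonist, 1.0 µM final, for 30 min / Technique: automated 10x imaging of fixed Hoechst-stained cells / Times: induction 48 h, compound 1 h, agonist 30 min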
TNAP activators: human TNAP enzyme activators, primary screen, biochemical, luminescent, no phosphate acceptor, uHTS (AID 1001) | activation fold at 20 µM; hits with a dose series show EC50 in µM | 200,000 compounds, 0.03% hits | purified TNAP, luminescent activation assay, no phosphate acceptor; higher activation fold means a stronger effect; in the data active means activation fold from about 3, or a potency from the dose series; inactive means the rest, 99 in 100 with activation fold below about 1.6; further: many of its hits are not listed in these tables
bCat nuc transl: alters nuclear translocation of beta-catenin in HeLa cells; immunofluorescence imaging; nuclear translocation activity, % at 5 µM; AID 1665; 190,000 compounds, 0.3% hits;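 active means nuclear translocation activity above 50% at 5 µM, with a well cell count of 50 or more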;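 further: per-cell ratio of nuclear to cytoplasmic median beta-catenin stain intensity; plate controls were DMSO negative control for no effect and GSK-3 inhibitor IX positive control for full effect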
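Test system: human HeLa cells, endogenous beta-catenin. Times: 24 h compound exposure, 37°C. Measured by: beta-catenin immunofluorescence imaging with DAPI.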
Ins promoter up: MIN6 insulin promoter up-regulation. MIN6 insulin promoter-GFP reporter, high-content imaging; active compounds read high. z-score at 5 µM. 190,000 compounds, 0.3% hits;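 active means z-score above 3 at 5 µM with at least 500 cells counted in the well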
PMI inhibitors: MPI enzyme activity inhibition – biochemical, fluorescence intensity, coupled assay, primary screen (AID 1209). purified PMI enzyme, coupled fluorescence intensity; higher % means a stronger effect. one-dose inhibition, % at 20 µM; IC50 in µM for titrated hits. 190,000 compounds, 0.42% hits; in the data active means inhibition above about 50%;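 further: plate controls were DMSO vehicle for no effect and wells lacking substrate for full effect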
Dynein transport cytoplasmic EGFP: further read-out of Dynein transport, marked with its call; z-score; measured here: cytoplasmic GR-EGFP intensity; active compounds read high
Dynein transport nuclear GR-EGFP: also measured in Dynein transport; calls as there; z-score; measured here: nuclear GR-EGFP intensity;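 lower value marks the stronger effect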
Dynein transport cell count: recorded beside Dynein transport, whose call it bears; z-score; measured here: cell count per field
Ins promoter up cell count: further read-out of Ins promoter up, marked with its call; cell count; measured here: cytotoxicity, nuclei count;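 total cells summed across four imaged fields per well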
Hep lipid drop cells 6.5 µM: further read-out of Hep lipid drop, marked with its call; cell count; measured here: cell count, cytotoxicity flag;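 cells counted across two imaged fields per well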
bCat nuc transl cell count 5 µM: further read-out of bCat nuc transl, marked with its call; cell count; measured here: cell count, cytotoxicity flag
T cell HTS vesicle-bound %: second read-out of T cell HTS, no call of its own (marks repeat the call); double positive events, %; measured here: CD8+ vesicle-bound cell fraction;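 binding gate set so that unloaded-vesicle control wells show 10% double positive cells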
MT stabilizer Hoechst-high %: second read-out of MT stabilizer, no call of its own (marks repeat the call); % Hoechst-high responders; measured here: nuclear condensation Hoechst responders;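 share of cells brighter than vehicle mean plus two SD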
MT stabilizer cytotoxicity %: recorded beside MT stabilizer, whose call it bears; toxicity, %; measured here: cytotoxicity by cell density;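 0% = mean cell density of plate MIN control wells and 100% = no cells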
Myeloid diff 2 GFP+ MAC1+ %: also measured in Myeloid diff 2; calls as there; GFP+ MAC1+ double positive, %; measured here: differentiation confirmed by MAC1 staining
* marks the source's active call; other numbers are inactive results; i = inactive; / = no result given. Random draw from the library; 3% or so of the library scored in one or more.

SMILES | T cell HTS | T cell HTS vesicle-bound % | Myeloid diff 2 | Myeloid diff 2 GFP+ MAC1+ % | Hep lipid drop | Hep lipid drop cells 6.5 µM | MT stabilizer | MT stabilizer Hoechst-high % | MT stabilizer cytotoxicity % | Dynein transport | Dynein transport cytoplasmic EGFP | Dynein transport nuclear GR-EGFP | Dynein transport cell count | TNAP activators | bCat nuc transl | bCat nuc transl cell count 5 µM | Ins promoter up | Ins promoter up cell count | PMI inhibitors
C[C@@H]1CC=C[C@H]2[C@H]1C(=O)N(Cc1ccccc1)[C@H]2c1ccc2ccccc2c1/C=C/c1ccccc1 | i | 42 | i | 1.6 | -36 | 718 | / | / | / | 1.2 | -0.83 | 0.69 | -0.24 | / | -0.4 | 1177 | / | / | /
CC(=O)c1cc2c(cc1N(C(=O)Cn1nnc3ccccc31)C(C(=O)NCCC(C)C)c1cccnc1)OCO2 (stereo not drawn) | i | 16 | i | 0.1 | 8 | 722 | 1.2 | 1.3 | 7.6 | -0.029 | 0.79 | 0.44 | 0.48 | 1.1 | 0.5 | 1055 | -0.52 | 1454 | 9%
CC1=CC(C)C2C(=O)N(CCCN(C)C)C(=O)C2C1 (stereo not drawn) | i | 36 | i | 0.5 | -13 | 756 | 1.0 | 1.7 | 4.4 | -0.24 | -0.27 | -0.091 | 0.57 | 1.2 | / | / | -0.73 | 1307 | 2%
CCC(=O)OCc1c(C(F)(F)F)nn(C)c1Oc1cccc(C(F)(F)F)c1 | i | 47 | i | 0.6 | / | / | 1.0 | 1.7 | 6.3 | 0.53 | -0.24 | -0.16 | -0.34 | 1 | -0.3 | 1351 | 2.4 | 1395 | 4%
Cc1ccn2cc(CCNC(=O)C3CCCCC3)nc2c1 | i | 20 | i | 2.3 | -4 | 638 | 3.2 | 2.7 | 5.6 | 0.26 | -0.2 | 0.15 | -0.099 | 1.1 | 2.9 | 1051 | -1.4 | 1664 | 8%
COc1ccc(C(=O)NNC(=O)CSc2nnc(C)n2C)cc1 | i | 46 | i | 0.9 | -3 | 668 | 2.0 | 1.3 | 9.9 | 0.41 | -0.38 | 0.3 | 0.56 | 1.1 | 0.0 | 1497 | 0.71 | 1547 | 1%
CCSc1nnc(NC(=O)CCc2ccc(OC)cc2)s1 | i | 48 | i | 0.3 | 2 | 644 | 4.6 | 3.2 | 7.1 | -0.5 | -0.07 | -0.35 | 0.73 | 1 | / | / | -0.19 | 1335 | 13%
CCN(CC)C(=O)C(=O)c1cccn1-c1cccc(-n2cccc2C(=O)C(=O)N(CC)CC)c1C#N | i | 52 | i | 0.9 | 7 | 773 | 1.7 | 1.9 | 11 | 0.092 | -0.032 | -0.17 | -0.23 | 1.2 | / | / | 0.09 | 802 | -1%
Cc1ccc(C)c(C(=O)Nc2cc(C)nn2-c2nc(C)cc(C)n2)c1 | i | 48 | i | 0.5 | -22 | 703 | 13* | 46* | 34* | 0.36 | -0.19 | 0.45 | 0.34 | 1 | -1.1 | 1036 | -0.01 | 1260 | 11%
CC(C)C(=O)N1c2ccccc2NC2=C(C(=O)CCC2)C1c1ccc(N(C)C)cc1 (stereo not drawn) | i | 26 | i | 0.6 | / | / | 4.5 | 2.3 | 2.9 | 0.86 | -0.37 | 0.58 | -0.2 | 1.1 | 0.6 | 1410 | 0.86 | 1315 | 36%
CC(Oc1ccccc1Cl)C(=O)N1CCOCC1 (stereo not drawn) | i | 48 | i | 0.2 | -5 | 605 | 3.5 | 1.9 | 5.9 | -0.47 | -0.27 | -0.079 | 1.6 | 1.1 | 2.7 | 480 | 0.22 | 1293 | 2%
O=[N+]([O-])c1ccc2ncnc(Nc3ccc4c(c3)OCCO4)c2c1 | i | 23 | i | 2.9 | 0 | 615 | 2.1 | 1.9 | 4.9 | 1.4 | -0.21 | 0.81 | -1.3 | 1 | 0.7 | 1016 | -1 | 1047 | -3%
CCN1CCN(C(c2ccc(F)cc2)c2nnnn2Cc2ccc3c(c2)OCO3)CC1 (stereo not drawn) | i | 26 | i | 0.4 | -20 | 470 | 4.6 | 1.5 | 11 | 0.49 | -0.35 | -0.056 | 0.86 | 1.1 | 0.2 | 1408 | -0.07 | 1504 | 1%
O=C(N/N=C/c1ccc(Br)s1)c1cccc([N+](=O)[O-])c1 | i | 25 | i | 0.2 | -18 | 631 | 2.1 | 3.7 | 0.8 | -0.62 | -0.26 | -0.34 | 0.88 | 1 | -4.6 | 574 | 0 | 1300 | -6%
CC(=O)NCCCc1nc2ccccc2n1Cc1cc(C)ccc1C | i | 62 | i | 0.4 | -11 | 726 | 3.2 | 2.3 | 8.8 | -0.59 | -0.32 | 0.025 | -0.18 | 1 | 3.1 | 944 | 0.07 | 1596 | 7%
COc1cccc(-c2nnc(-c3ccccc3[N+](=O)[O-])o2)c1 | i | 43 | i | 0.3 | 3 | 704 | / | / | / | -0.59 | -0.23 | 0.042 | 0.76 | / | -1.6 | 1353 | -0.02 | 1028 | /
C=CCc1cccc(/C=N/NC(=O)CCC(=O)Nc2ccc(C)cc2)c1O | i | 45 | i | 0.5 | -10 | 528 | 2.7 | 1.8 | 0.3 | -0.38 | -0.15 | -0.39 | 0.28 | 1.2 | -1.0 | 898 | / | / | -11%
CN(C)c1ccc(C(=S)NC2CCCCC2)cc1 | i | 32 | i | 0.6 | 11 | 691 | 3.4 | 2.3 | 11 | -0.37 | -0.33 | -0.1 | 0.93 | 1.1 | -0.5 | 1532 | 0.09 | 1482 | 41%
O=c1nc(SCc2cccc(C(F)(F)F)c2)nc2ccccn12 | i | 24 | i | 0.1 | 5 | 758 | 6.2 | 2.7 | 5.2 | 0.13 | -0.27 | 0.054 | 0.62 | 1.1 | -0.7 | 1125 | 0.72 | 1216 | -2%
N#C/C(=C\c1cc([N+](=O)[O-])c(N2CCCCC2)cc1N1CCCCC1)c1nn(-c2ccccc2)c(N)c1C#N | i | 45 | i | 0.5 | / | / | 1.7 | 1.7 | 10 | -0.48 | -0.18 | 0.02 | 2.2 | 1 | 2.8 | 1341 | -3.5 | 1084 | 3%
CCC(C)(C)NC(=S)Nc1ccccc1C | i | 20 | i | 0.6 | 23 | 672 | 3.0 | 1.4 | 4.9 | 0.54 | -0.31 | 0.51 | 0.24 | 1.1 | -1.0 | 1026 | 0.17 | 1236 | 2%
COc1ccccc1C1CC(c2ccco2)=NN1c1ccccc1 (stereo not drawn) | i | 4 | i | 0.8 | 6 | 705 | 2.8 | 2.9 | 7.6 | -1 | -0.13 | -0.63 | 0.34 | 1.2 | -3.1 | 1164 | 0.3 | 1410 | 6%
O=S(=O)(c1ccc(Oc2ncnc3scc(-c4ccccc4)c23)cc1)N1CCOCC1 | i | 27 | i | 0.4 | / | / | 2.4 | 2.4 | 5.3 | 0.054 | -0.12 | 0.013 | 0.19 | 1.1 | -5.7 | 1012 | -1.1 | 1178 | -1%
CCOC(=O)CCCNC(=O)COC(=O)[C@@H]1CCCN1S(=O)(=O)c1ccc(Cl)cc1 | i | 28 | i | 0.6 | 2 | 690 | 4.6 | 2.7 | 4.4 | 0.64 | -0.3 | 0.14 | 0.24 | 1 | -0.1 | 1060 | 2.4 | 1495 | 10%
COc1ccc2nc(N/C(N)=N/C(=S)Nc3c(C)cccc3C)nc(C)c2c1 | i | 33 | i | 0.6 | -21 | 623 | 3.3 | 5.2 | 9.3 | -0.29 | -0.31 | -0.084 | 0.37 | 1.4 | -0.5 | 983 | -0.21 | 1453 | -6%
O=[N+]([O-])c1ccc2nc(SCc3ccccc3Cl)sc2c1 | i | 8 | i | 3.2 | / | / | 3.1 | 2.6 | 9.8 | 0.1 | -0.031 | 0.56 | 0.91 | 1 | 0.8 | 1320 | -0.58 | 1463 | -1%
COc1cccc(CC(=O)Nc2ccc3nc(C)sc3c2)c1 | i | 51 | i | 0.1 | -4 | 636 | 5.5 | 2.3 | 10 | -1.1 | -0.23 | -0.4 | 0.87 | 1 | -0.5 | 1023 | -0.04 | 1036 | 7%
O=C(Nc1ccccc1N1CCCCC1)c1ncoc1-c1ccc(F)cc1 | i | 56 | i | 1.1 | 48 | 693 | 2.7 | 2.5 | 4.4 | 0.82 | -0.032 | 0.65 | -0.43 | 1.1 | -0.5 | 1016 | -0.25 | 1822 | 14%
CN1/C(=C/C2CC(=O)N(c3cccc4ccccc34)C2=O)C(C)(C)c2ccccc21 (stereo not drawn) | i | 38 | i | 1.4 | 22 | 762 | 3.7 | 2.9 | 2.6 | -0.89 | -0.2 | -0.22 | 1.2 | 1.1 | / | / | / | / | -56%
